Arrestin-AP2 inh – inhibitors of human beta-arrestin and AP2 interaction; inhibition, % at 10 µM; FITC-arrestin peptide / GST-AP2 beads, flow cytometry; AP2 beta2 appendage carries R879A mutation; 0.31% of 340,000 active; AID 504490;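 active means inhibition above a set limit, near 3 SD of compounds lacking own fluorescence, cut at about 54% in these data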;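 further: plate controls were DMSO wells for no effect and 5 µM unlabelled arrestin peptide for full effect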
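Material – AP2 appendage R879A on GSH beads · Buffer or medium – PBS with 0.05% Tween 20 and 0.1% BSA · Probe or stimulus – fluorescein-tagged arrestin peptide at 50 nM final · Incubation – compound with beads 12 min RT, then probe 1 h RT · Detection – high-throughput flow cytometry of beads, ex 488, em 535 nm · Evaluation – percent response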
Pemphigus Ab inh – human desmoglein-3 autoantibody binding inhibition. 0.48% of 310,000 active. DSG3-coupled beads, scFv-anti-DSG3-GFP binding, flow cytometry; hits give low values. binding (percent of control), % at 10 µM. AID 588358;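 active means binding more than 3 SD below its plate's average and above zero; inconclusive means below that plate limit but binding exactly zero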;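 further: hits lower antibody fragment binding to DSG3; some compounds called inactive have numbers as strong as hits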
Target sequence (P32926 whole entry, looked up, the tested form may be a part): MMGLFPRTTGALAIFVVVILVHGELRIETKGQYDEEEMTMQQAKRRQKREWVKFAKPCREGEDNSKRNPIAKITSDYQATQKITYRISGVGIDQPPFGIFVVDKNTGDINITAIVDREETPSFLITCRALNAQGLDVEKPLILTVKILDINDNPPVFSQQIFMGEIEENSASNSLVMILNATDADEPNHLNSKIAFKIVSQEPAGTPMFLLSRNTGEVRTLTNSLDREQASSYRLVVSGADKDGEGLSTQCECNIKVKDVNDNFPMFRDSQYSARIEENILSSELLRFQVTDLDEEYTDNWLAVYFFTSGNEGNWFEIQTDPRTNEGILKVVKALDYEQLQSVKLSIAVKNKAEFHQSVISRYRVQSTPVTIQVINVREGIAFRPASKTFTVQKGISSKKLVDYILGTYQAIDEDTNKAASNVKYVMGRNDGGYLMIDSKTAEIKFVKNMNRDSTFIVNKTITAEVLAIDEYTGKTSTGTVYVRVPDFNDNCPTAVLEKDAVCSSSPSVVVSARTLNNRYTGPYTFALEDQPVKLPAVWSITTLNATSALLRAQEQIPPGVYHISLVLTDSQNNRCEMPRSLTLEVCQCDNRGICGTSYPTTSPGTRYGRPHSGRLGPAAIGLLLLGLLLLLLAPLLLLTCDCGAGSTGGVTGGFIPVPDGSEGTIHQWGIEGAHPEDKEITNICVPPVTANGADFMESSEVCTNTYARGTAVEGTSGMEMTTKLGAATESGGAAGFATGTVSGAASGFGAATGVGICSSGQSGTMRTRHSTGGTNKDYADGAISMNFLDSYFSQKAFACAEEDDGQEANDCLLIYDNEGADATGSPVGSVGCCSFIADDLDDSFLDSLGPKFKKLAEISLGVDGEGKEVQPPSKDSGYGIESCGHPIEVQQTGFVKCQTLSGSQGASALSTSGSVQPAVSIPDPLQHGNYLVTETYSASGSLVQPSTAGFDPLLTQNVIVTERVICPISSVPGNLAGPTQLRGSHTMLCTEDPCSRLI
AddAB inh – less growth of phage-infected E. coli with AddAB | E. coli expressing H. pylori AddAB, absorbance growth | inhibition, % at 11.9 µM | 0.29% of 330,000 active; in the data active means inhibition above about 12%;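 further: 0% = vehicle wells of infected cells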
phage Ecoli inh – E. coli growth loss with phage present; growth absorbance; inhibition, % at 11.9 µM; 0.26% of 360,000 active; AID 651602; in the data active means inhibition above about 11%
PfHsp90 set2 – growth inhibition of yeast expressing Plasmodium Hsp90; S. cerevisiae expressing PfHsp90, BacTiter-Glo ATP, 48 h; yeast lacking PDR1 and PDR3 efflux regulators; inhibition, % at 9.4 µM; 0.32% of 310,000 active;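 active means every replicate shows inhibition above about 80%, whatever the replicate mean, limit read from the data; inconclusive means mean inhibition reaches the set limit but some replicate falls short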;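 further: 0% = DMSO neutral controls and 100% = 20 µM radicicol positive controls; yeast relying on Plasmodium falciparum Hsp90 in place of its own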
PKA-R1A activ – activates the PKA-R1A holoenzyme complex. PKA-R1A dissociation, Cy5-IP20 fluorescence polarization; scaled: DMSO 0%, 113 µM cGMP 100%. activation, % at 11.4 µM. 0.083% of 340,000 active;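 active means percent activation above the mean of all tested compounds plus 3 SD, cut at about 19% in these data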;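 further: higher means more PKAc released from R1A so a rise in polarization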
Ecoli viability – counter-screen for AddAB inhibitors: E. coli growth inhibition. E. coli V3065 growth, OD600 absorbance, 18 h. inhibition, % at 11.9 µM. 0.27% of 330,000 active. AID 449728;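 active means inhibition above the campaign's mean inhibition across all tested compounds plus 3 SD, cut at about 9.9% in these data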;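 further: uninfected addAB+ strain grown without phage in ampicillin broth; 0% = DMSO wells and 100% = ciprofloxacin 0.95 µg/ml wells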
Tat transport – E. coli Tat transport inhibition | 0.036% of 340,000 active | inhibition, % at 10 µM | E. coli MC4100 TorA-mCherry Tat export, fluorescence | AID 488895;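 active means mean replicate inhibition at least 50% and at least half of replicates individually reaching 50%; inconclusive means only one of the two criteria met; inactive means neither criterion met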;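 further: exported cargo escapes ClpAP degradation while cytoplasmic cargo is degraded and loses fluorescence; 0% = median of neutral control wells and 100% = median of NaSCN control wells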
MOR-DOR inv ag – inverse agonists of human mu-delta opioid receptor heterodimerization; P35372+P41143; cell-based MOR-DOR heterodimer luminescence, inverse agonism; inhibition, % at 9.3 µM; 0.21% of 340,000 active; AID 504357; in the data active means inhibition above about 22%, passing the limit was not always enough;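 further: 0% = cells with DMSO and 100% = wells without cells with DMSO; values of inactives mirror those of a sister screen read the other way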
OPRM1-OPRD1 ag – OPRM1-OPRD1 heterodimerization agonism; cells, luminescence; AID 504326; 0.3% of 340,000 active; P35372+P41143; activation, % at 9.3 µM; in the data active means activation above about 18%;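 further: 0% = vehicle-treated cells and 100% = reference agonist; values of inactives mirror those of a sister screen read the other way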
SUMO Mot1 rescue – inhibitors of SUMOylation pathway: yeast Mot1-301 growth rescue; S. cerevisiae Mot1-301 growth rescue, ATP luminescence, 38.5C; percent above DMSO median, 100 means doubled; growth rescue, % at 18.8 µM; 1% of 320,000 active;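 active means every valid replicate shows activation above 250% relative to neutral control wells; inactive means the rest, any valid replicate at or below 250%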;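 further: OY570 slx delta 5 strain wells were the positive control but not used for scaling; some compounds called inactive have numbers as strong as hits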
The depositor's hits bear a star; ? = inconclusive; . = no result given.

#	molecule	Arrestin-AP2 inh	Pemphigus Ab inh	AddAB inh	phage Ecoli inh	PfHsp90 set2	PKA-R1A activ	Ecoli viability	Tat transport	MOR-DOR inv ag	OPRM1-OPRD1 ag	SUMO Mot1 rescue
1	C=CCN1CC(C(=O)N2CCC(Cc3ccc(Cl)cc3)(C(=O)OCC)CC2)CC1=O (stereo unspecified)	-13	104	-3.3	1.2	13	-7	-2.0	31	-2	0.5	-3
2	O=C(Cn1c(=O)n(CCc2c[nH]c3ccccc23)c(=O)c2cccnc21)Nc1ccccc1F	0	99	-0.1	3.8	-3	-12	-0.9	24	-1	0.1	13
3	COCc1cc(C)nc(SCC(=O)NCc2ccco2)c1C#N	-2	99	3.0	0.2	8	-9	0.9	5	9	-1.9	-10
4	COc1ccccc1C(=O)NC(C)C(c1cccs1)N1CCOCC1 (stereo unspecified)	5	106	-1.4	3.1	29	-8	-0.6	-10	2	-0.3	-11
5	O=C(CSc1ncn[nH]1)Nc1nc(-c2cccc([N+](=O)[O-])c2)cs1	-8	104	1.3	0.8	-8	-4	-0.3	1	-11	2.0	136
6	Cc1nnc(SCc2ccccc2)n(N)c1=O	6	102	-0.7	1.3	4	2	0.7	12	-5	0.9	-1
7	CCOc1ccc2nc3ccc4[nH]onc4c3c2c1	28	120	0.1	1.3	13	0	-0.7	3	-30	6.6	21
8	Cc1c(Cl)cnc(NC(=O)COC(=O)[C@H](C)NC(=O)c2ccccc2)c1Cl	15	.	-0.2	1.0	12	1	-2.0	-1	7	-1.8	.
9	CC1=C(C(=O)OC(C)C)C(c2ccncc2)n2ncnc2N1 (stereo unspecified)	-2	92	0.8	2.4	-5	8	1.2	3	11	-1.9	5
10	Cc1nc(CSc2ccc(Cl)cc2)cc(NCc2ccccc2)n1	-8	115	2.2	1.1	1	-4	-0.2	-1	-18	4.4	10
11	CC(=O)C1C=CC(C)(C(=O)O)C2C=C(C)C(=O)C(C)(O)C12 (stereo unspecified)	3	94	.	3.5	-19	12	.	-4	13	-3.1	.
12	CN1CCC(=O)N([C@H](CSc2ccccc2)c2ccccc2)CC1	0	98	1.9	-2.1	12	-2	0.0	-9	19	-3.4	-6
13	O=C(NCc1ccc2c(c1)OCO2)C1CCN(C(=O)Nc2ccc(Cl)cc2)CC1	10	.	7.4	2.1	-7	-1	1.8	-6	11	-2.2	10
14	O=C(N=C1SC2CS(=O)(=O)CC2N1c1ccccc1Cl)C1CCCO1 (stereo unspecified)	1	101	3.5	-1.4	7	-10	0.6	-2	6	-1.3	-5
15	COC(=O)CCC(=O)Nc1cccc2ccccc12	-6	105	1.0	-1.4	0	-7	-2.2	0	10	-1.8	7
16	COC(=O)Cc1[nH]nc2c1C1(C(=O)N(Cc3ccccc3)c3ccccc31)C(C#N)=C(N)O2 (stereo unspecified)	1	99	-0.4	3.4	23	-5	-1.1	-7	11	-2.0	-3
17	O=C(CCS(=O)(=O)c1cccs1)Nc1ccc(C(=O)NC2CCCC2)cc1	38	83	0.6	-1.4	22	-11	-2.0	0	10	-1.9	-4
18	COc1ccc(C2N(c3ccc(F)cc3)C(=O)C3CCCN32)cc1 (stereo unspecified)	27	125	4.5	3.2	.	-5	-2.6	3	8	-1.6	25
19	COCc1nnc(NS(=O)(=O)c2ccc(C)cc2)s1	4	.	3.5	1.5	.	5	1.0	-4	0	0.1	72
20	CN(C)c1ccc(CN(C)C2CCCCC2)cc1	0	96	2.0	-0.1	.	0	-1.4	-3	4	-0.7	11
21	NS(=O)(=O)c1ccc(CCNC(=O)C(=O)NCC2OCCN2S(=O)(=O)c2ccc(Cl)cc2)cc1 (stereo unspecified)	-6	103	-0.9	2.4	-17	9	0.6	2	-7	1.2	1
22	COc1ccc(S(=O)(=O)N2CCCC(C(=O)N3CCCCCC3)C2)cc1 (stereo unspecified)	-6	101	3.4	.	14	-3	-2.2	-6	9	-1.6	33
23	Cc1cc(NCCOCCO)n2c(nc3ccccc32)c1C#N	-1	100	-1.3	0.1	1	-2	-1.4	-7	7	-1.3	-4
24	O=c1[nH]c(-c2ccccn2)nc2ccccc12	0	110	-3.8	-0.8	-2	-3	-6.8	?	7	-1.2	-33
25	Cc1ccc(C)c(NC(=S)NCCSc2ccc(Cl)cc2)c1	8	101	2.9	1.6	-36	-10	5.7	-3	-31	6.0	33
26	CCCCN(C(=O)C1CC(=O)N(c2ccc(C)cc2)C1)c1c(N)n(CCC)c(=O)[nH]c1=O (stereo unspecified)	-2	113	.	2.6	.	-16	.	4	-3	0.5	.
27	Cc1nn(-c2ccccc2)c(C)c1/C=C/C(=O)OCC(=O)NC1CCS(=O)(=O)C1 (stereo unspecified)	12	124	0.3	2.1	.	-1	-1.4	0	-3	0.6	5
28	O=C(CSc1nnc(-c2ccccc2O)o1)N1CCOCC1	0	87	.	2.3	-46	0	.	9	3	-0.4	.
29	COc1ccc(S(=O)(=O)N2CCC(C(=O)NCCC3=CCCCC3)CC2)cc1OC	36	100	0.6	-3.4	-8	-5	-1.2	-3	2	-0.4	8
30	N#Cc1ccc(Cn2c(-c3ccc(F)cc3)noc2=O)cc1	-10	110	2.6	0.2	-8	-1	0.0	1	-8	1.6	-13

#	molecule	Arrestin-AP2 inh	Pemphigus Ab inh	AddAB inh	phage Ecoli inh	PfHsp90 set2	PKA-R1A activ	Ecoli viability	Tat transport	MOR-DOR inv ag	OPRM1-OPRD1 ag	SUMO Mot1 rescue
31	Cc1ccc(N(C)S(=O)(=O)c2cccc(C(=O)NC3CC(C)(C)NC(C)(C)C3)c2)cc1	-5	97	0.2	3.8	.	6	0.9	-2	12	-1.8	187
32	CCCCNC(=O)N1CCc2[nH]c3ccccc3c2C1	32	97	.	-1.4	6	6	.	-8	6	-1.0	335
33	CCSc1ncc(Cl)c(C(=O)Nc2cc(C)ccc2C)n1	-5	102	1.4	2.8	8	-3	0.2	6	-28	5.5	165
34	COC/C=C/C1=CC2=CC(=O)C(C)(OC(=O)c3cnc4ccccc4n3)C(=O)C2=CN1CCN1CCOCC1 (stereo unspecified)	11	97	5.2	2.2	3	1	0.5	-2	-12	2.3	-36
35	COc1cccc(NC(=S)NN=C2CCCCCC2)c1	33	106	.	4.0	10	-2	.	-3	1	-0.1	.
36	Cc1ccsc1/C=N/NC(=O)CN1CCN(S(=O)(=O)c2ccc(Br)cc2)CC1	-3	104	3.8	3.2	11	-2	-1.6	-6	8	-1.8	-7
37	Cc1cccc(-n2c(SCc3ccc([N+](=O)[O-])cc3)nnc2-c2c[nH]c3ccccc23)c1	-29	102	0.7	3.3	-14	-1	2.0	-6	6	-1.1	334
38	CCN(C(=O)COC(=O)c1[nH]c(C)c(C(C)=O)c1C)c1c(N)n(Cc2ccccc2)c(=O)[nH]c1=O	1	113	-0.6	6.0	46	-14	-2.6	-8	17	-4.6	2
39	COc1ccccc1CN1CC(C(=O)N2CCCCCCC2)CCC1=O (stereo unspecified)	41	102	-1.3	1.5	11	-4	-2.9	6	16	-2.8	8
40	Oc1cccc(Nc2nc(O)c(/C=C3\C=Nc4ccccc43)s2)c1	-3	78	2.6	0.0	-18	-9	1.8	-2	-91	17	120
41	CC(OC(=O)C1=Cc2ccccc2OC1)C(=O)NC1CCCC1 (stereo unspecified)	-1	99	1.6	2.9	11	-11	2.4	-5	10	-1.8	7
42	COc1cccc(N2CCN(C(=O)CSc3ccc(F)cc3)CC2)c1	50	122	-1.5	4.3	.	-10	1.3	-2	-2	0.4	-16
43	O=C(C1CCN(Cc2ccccc2)CC1)N1CCCC1	7	105	3.3	1.1	.	6	-0.5	-3	16	-2.7	.
44	CCOc1ccc(NC(=O)N2CCC(NC(=O)C(Cc3ccc(OC)c(OC)c3)NC(C)=O)CC2)cc1 (stereo unspecified)	-7	102	2.4	4.2	-12	-6	2.8	-2	11	-2.2	-21
45	CN1C(=O)CSc2ccc(NC(=O)N3CCN(c4ccccn4)CC3)cc21	2	99	3.9	5.5	-34	-2	-0.5	-1	-218	36*	8
46	Cc1cc(C(=O)N2CCN(c3ccc([N+](=O)[O-])cc3)CC2)no1	15	134	1.6	0.9	6	13	-0.3	-6	-3	0.6	0
47	CCOC(=O)N1CCN(c2nnc(-c3ccccc3)c3ccccc23)CC1	35	103	-1.6	1.9	-17	2	1.8	6	18	-3.9	11
48	NCCCCCC(=O)Nc1ccncc1	4	116	1.4	-0.1	-4	-1	-0.8	1	-5	0.9	-3
49	COc1cccc(NC(=O)CN(C)C(=O)CSc2ncnc3sc(C)c(C)c23)c1	-10	101	2.2	2.5	7	-9	1.0	-8	-15	2.1	15
50	CN1CC(=O)Nc2ccc([N+](=O)[O-])cc2C1=O	2	114	1.0	3.6	-2	-2	-1.2	-7	7	-1.4	-11
51	S=C(Nc1ccc(Br)cc1)NC1CCCCC1	3	124	8.0	12*	0	-2	6.0	0	-48	8.7	152
52	CCc1ccc(NC(=O)/C(C#N)=C/c2cc3ccc(C)cc3nc2N2CCOCC2)cc1	0	99	2.3	1.2	-7	0	3.5	-5	6	-1.1	1
53	COC(=O)c1ccc(C(=O)NCCCCO)cc1	-3	99	5.0	6.9	-20	-12	-2.9	3	4	-0.6	-14
54	CCN1CCN(S(=O)(=O)c2ccc(Cl)c(C(=O)N(C)C(c3ccccc3)c3ccccc3)c2)CC1	26	.	-0.9	-0.7	1	-8	-2.8	7	-29	4.5	-11
55	Cc1ccc(/C=C2\SC(=S)N(CCCC(=O)Nc3ccccc3C(=O)O)C2=O)cc1	26	.	0.4	0.5	.	11	1.0	2	9	-1.6	6
56	Cc1ccc(NC(=O)COC(=O)C2CCC2)cc1S(=O)(=O)N1CCOCC1	4	.	-1.0	2.9	-5	0	0.4	-3	1	-0.2	0
57	N#Cc1c(-c2ccc(F)cc2)noc1N	-2	101	2.1	1.5	14	9	0.5	-9	-72	12	-6
58	O=C(O)c1cc(Cl)c2c(c1)[C@@H]1C=CC[C@@H]1[C@H](c1ccc(S(=O)(=O)N3CCOCC3)cc1)N2	5	83	2.4	.	-12	-7	-3.3	2	13	-2.6	-9
59	COC(=O)c1sc2ccccc2c1NC(=O)c1ccc(S(=O)(=O)N2CCCCC2C)cc1 (stereo unspecified)	27	109	-1.2	4.2	17	-1	-0.3	5	-4	0.5	6
60	O=C(c1noc2c1CCCC2)N1CCc2ccccc2C1	25	107	3.2	3.8	1	2	0.4	2	12	-2.4	-3
61	O=C(Nc1ccc2oc(=O)ccc2c1)c1ccc(-c2cccc(Cl)c2)o1	2	94	-0.7	1.0	-20	5	-2.1	-9	-65	12	-20
62	O=C(Cc1ccccc1)NCC(=O)Nc1ccccc1Br	20	112	2.7	1.4	6	13	-0.1	-1	-18	2.2	-2
63	COc1ccc(-c2noc(N3CCC(C(=O)NCCCN4CCCCC4)CC3)n2)cc1	-1	111	2.0	1.8	4	2	0.9	-13	9	-1.6	7

Bioassay records: PubChem, several laboratories
